Screening results from PubChem.
TcdB GH inh: inhibitors of Clostridioides difficile toxin B glycohydrolase; actives 0.24% (n = 350,000); TcdB glycohydrolase enzymatic assay, plate reader; inhibition, % at 9.99 µM; AID 652162; P18177; in the data active = inhibition above about 10%
PrPC surface inh: inhibitors of human cell surface prion protein PrPC; P04156; TR-FRET read-out; inhibition, % at 13.8 µM; actives 0.43% (n = 370,000); AID 720596; in the data active = inhibition above about 24%; also: 0% = median of the test wells and 100% = reference compound wells
CCHFV vOTU inh: blocks the CCHF virus ovarian tumor domain protease | CCHFV vOTU protease, Pep-AMC fluorescence | inhibition, % at 11.5 µM | actives 0.55% (n = 370,000); in the data active = inhibition above about 30%; also: 0% = vehicle wells with enzyme and 100% = no enzyme wells
Starred values were filed as active, the others as inactive; & = joins results of further samples.

SMILES	TcdB GH inh	PrPC surface inh	CCHFV vOTU inh
O=C(O)[C@H](Cc1ccccc1)NC(=O)[C@H]1O[C@@H](n2ccc(=O)[nH]c2=O)[C@H](O)[C@@H]1O	1.0	-6	-7
CCOC(=O)C1CSCCS(=O)(=O)N1Cc1ccc(F)cc1 (stereo unspecified)	0.6	7	7
COCC(O)Cn1ccnc1N=Nc1ccccc1 (stereo unspecified)	0.5	-12	8
Cc1ccc(C2=N/C(=C\c3coc4ccccc4c3=O)C(=O)O2)cc1	-3.1	-2	16
CCOC(=O)N1CCN(C(=O)C[C@@H]2C[C@@]3(C(=O)OCC)CCCC=C3N(Cc3ccc4c(c3)OCO4)C2=O)CC1	0.5	1	2
Cc1ccc(CN2CC(N3CCN(C4CCN(C)CC4)CC3)CS2(=O)=O)cc1 (stereo unspecified)	1.3	2	6
CCCCC[C@H](C)N1C[C@H](COCc2ccccc2)Oc2cc(N3CC[C@@H](O)C3)ccc2S1(=O)=O	-0.7	8	15
CC1(c2nnnn2-c2ccc3c(c2)OCCO3)CCC(=O)N1CCOc1ccccc1 (stereo unspecified)	-0.1	-4	-3
O=C(N[C@@H](Cc1cccnc1)C(=O)N1CCC[C@H]1C(=O)NCCc1ccccc1Cl)C1CCCC1	1.2	-9	-3
CCOC(=O)[C@]12CCCC=C1N(Cc1ccco1)C(=O)[C@H](CC(=O)NCCC(C)C)C2	1.4	3	3
Cc1ccc(S(=O)(=O)N2[C@H](CC(=O)c3cccs3)OC[C@@H]2C)cc1	2.5	5	12
O=C(Nc1cc(Cl)cc(Cl)c1)N[C@@H]1CC[C@@H](CCNS(=O)(=O)c2cccc(F)c2)O[C@@H]1CO	0.7&-0.4	0	7

Next section, starting with the last five of the part before.
SMILES	TcdB GH inh	PrPC surface inh	CCHFV vOTU inh
CC1(c2nnnn2-c2ccc3c(c2)OCCO3)CCC(=O)N1CCOc1ccccc1 (stereo unspecified)	-0.1	-4	-3
O=C(N[C@@H](Cc1cccnc1)C(=O)N1CCC[C@H]1C(=O)NCCc1ccccc1Cl)C1CCCC1	1.2	-9	-3
CCOC(=O)[C@]12CCCC=C1N(Cc1ccco1)C(=O)[C@H](CC(=O)NCCC(C)C)C2	1.4	3	3
Cc1ccc(S(=O)(=O)N2[C@H](CC(=O)c3cccs3)OC[C@@H]2C)cc1	2.5	5	12
O=C(Nc1cc(Cl)cc(Cl)c1)N[C@@H]1CC[C@@H](CCNS(=O)(=O)c2cccc(F)c2)O[C@@H]1CO	0.7&-0.4	0	7
O=C(C(=O)N1CCN(C(=O)c2cccs2)CC1)c1cccc(C(F)(F)F)c1	1.5	0	-8
C=CCNc1cccc2c1S(=O)(=O)N[C@H](Cc1ccccc1)CO2	1.5	2	-8
O=C(C[C@H]1CC[C@@H](NC(=O)Cc2cccnc2)[C@@H](CO)O1)NCc1ccc2c(c1)OCO2	0.4&1.4	5	-9
Nc1c(-c2ccc(C(F)(F)F)cc2)nc2ncccn12	4.0	-27	18
COc1ccc(C2CC(=O)C(c3cc(OC)c(OC)c(OC)c3)=CN2Cc2ccccc2)cc1 (stereo unspecified)	1.6	8	15
CCNC(=O)O[C@@H]1C=C[C@@H](C#Cc2ccc(C(C)(C)C)cc2)O[C@@H]1COC(C)=O	0.6	2	17
CCCCCCn1cc(CN2CC(N3CCCC3)CS2(=O)=O)nn1 (stereo unspecified)	0.5	-4	-6
Cn1ccc2c(N3CCC3)cc3c(c21)C1CCC3O1 (stereo unspecified)	-0.7	-8	12
CC(C)[C@@H]1CC[C@@H](C)C[C@H]1OC[B-](F)(F)F	-8.4	4	7
CCOC(=O)[C@]12CCCC=C1N(CCc1ccc(OC)c(OC)c1)C(=O)[C@H](CC(=O)NCc1ccc(C)o1)C2	-0.4	6	5
O=C(NC1CCCCC1)C(C1CC1)n1c(=O)c(-c2ccccc2)nc2ccccc21 (stereo unspecified)	1.9	12	-20
CN(N=Cc1ccc(N(C)C)cc1)C(=O)c1ccccc1N	1.6	1	6
CC(C)C[C@H]1CNC(=O)C(=O)N1CC1CCN(CCc2ccccc2)CC1	-3.9	7	13
C=CCn1c(-c2ccccn2)n[nH]c1=S	2.1	4	2
CC(C)C[C@H]1CN(CCCC[C@H]2CNC(=O)C(=O)N2Cc2ccccc2)C(=O)C(=O)N1CCc1ccccc1	-13	6	26
COc1ccccc1-c1cccc(-c2nc(C(=O)Nc3nccs3)cc3c2[C@H](CCO)N(C(C)=O)C3)c1	1.0&0.0	0	-4
COC(=O)[C@]12C[C@H](CC(=O)NCc3ccc(OC)c(OC)c3)C(=O)N(Cc3ccccc3)C1=C[C@H](C1CCCC1)O[C@@H]2C	-0.5	1	5
COC(=O)[C@]12C[C@H](CC(=O)N3CCCCC3)C(=O)N(Cc3ccccc3)C1=C[C@H](C(C)C)O[C@@H]2C1CC1	-2.9	10	15
Cc1cccc(C)c1-n1nnnc1C(c1cc2ccccc2o1)N1CCN(C/C=C/c2ccccc2)CC1 (stereo unspecified)	-0.2	-10	3
O=C(/C=C/[C@H]1O[C@@H](n2ccc(=O)[nH]c2=O)[C@H](O)[C@@H]1O)NCCc1cccs1	-0.1	-4	-1
COc1ccc(CCNC(=O)c2ccc(Br)o2)cc1Br	3.6	11	6
COc1cccc(-c2oc3c(c2C(=O)OCCN(C)C)C(O)CCC3)c1 (stereo unspecified)	1.1	-2	-16
O=C(NC1CCCCC1)C(c1ccnc2ccccc12)N1CCc2ccccc2C1 (stereo unspecified)	0.1	-6	76*
COC(=O)C1=C(C)N(Cc2ccccc2C(F)(F)F)C(=NCc2ccc3c(c2)OCO3)NC1c1ccccc1C(F)(F)F (stereo unspecified)	-6.6	1	8
CC(C)NC(=O)N1Cc2cc(C(=O)NC3CCC3)nc(-c3cccc(-c4cncnc4)c3)c2[C@H]1CCO	0.9	2	-4
CCOC(=O)[C@]12CCCC=C1N(Cc1ccc3c(c1)OCO3)C(=O)[C@H](CC(=O)N1CCCC1)C2	0.4	4	8
COc1ccc(CNC(=O)c2[nH]c(C(F)(F)F)nc2-c2ccccc2)cc1OC	-0.4	7	2
Cc1ccc(OC(=O)N(C)C[C@@H]2OCc3ccccc3-c3c(n(C)c4ccccc34)C(=O)N([C@H](C)CO)C[C@H]2C)cc1	1.5	0	19
COc1ccc(C2=Nc3ccccc3N(C(=O)c3ccc4ncccc4c3)C2C(=O)NC(C)(C)C)cc1 (stereo unspecified)	0.7	1	-2
CO[C@H]1CN(C)C(=O)c2cc(NS(=O)(=O)c3ccccc3)ccc2OC[C@@H](C)N(Cc2ccccn2)C[C@@H]1C	0.0&-1.0	-9	0
CS(=O)(=O)N1CCC2CCNC2C1 (stereo unspecified)	1.0	0	0
Clc1cccc(Cc2c(-c3cccc(Cl)c3)nc3ccc(Cl)cn23)c1	-0.7	-3	3
CC(C)CCN(C)[C@H]1C[C@H]2c3[nH]c4ccccc4c3CCN2C[C@H]1[C@H](C)O	1.2	-9	-2
Cc1cn([C@H]2C[C@H](O)[C@@H](/C=C/C(=O)NCC(c3ccccc3)c3ccccc3)O2)c(=O)[nH]c1=O	1.0	8	1
Fc1ccc(-c2ccc3c(n2)CCCN3Cc2ccccc2C(F)(F)F)cc1	0.7	1	4
COc1ccc(S(=O)(=O)N2CCCc3nc(-c4ccc(Br)cc4)ccc32)cc1	2.2	14	1
COC(=O)[C@]12C[C@H](CC(=O)N3CCC(c4ccccc4)CC3)C(=O)N(Cc3ccccc3)C1=C[C@H](C(C)(C)C)O[C@@H]2C	1.8	10	25
COc1ccc(C(c2nnnn2-c2ccc(OC)cc2)N2CCC3(CC2)C(=O)NCN3c2ccccc2)cc1 (stereo unspecified)	-0.2	-4	5
COc1cccc(Cn2cnc(-c3ccccc3OC)c2-c2cc(C)cc(C)c2)c1	-2.8	18	15
COc1ccc2nc(-c3ccc(CN4CCC(c5nc6ccccc6[nH]5)CC4)cc3)c(-c3ccccc3)nc2c1	-0.6	-19	-13
CCNC(=O)c1cc2c(c(-c3cccc(-c4cncnc4)c3)n1)[C@H](CCO)N(C(C)=O)C2	-0.9&-0.1	-2	-3
CCCC[C@@H]1CC2=C(C(=O)OC(C)(C)O2)[C@H](c2ccc(C(C)C)cc2)O1	0.8	0	18
c1ccc(-c2nc3ccccc3n2C(c2ccccc2)c2nc3ccccc3[nH]2)cc1 (stereo unspecified)	1.6	2	8
C#CC1c2ccccc2CCN1CC=C (stereo unspecified)	1.4	8	0
Cc1cccc(C)c1-n1nnnc1C(c1ccnc2ccccc12)N1CCOCC1 (stereo unspecified)	2.9	-1	2
COC(=O)[C@H](Cc1ccccc1)NC(=O)/C=C/[C@H]1O[C@@H](n2ccc(=O)[nH]c2=O)[C@H](O)[C@@H]1O	0.7	-1	-1
Cc1ccccc1Nc1nc(N)[nH]c(=O)c1N=O	0.9	-16	17
CC(NC(=O)C(NC(=O)OCc1ccccc1)C(C)O)C(=O)OCc1ccccc1 (stereo unspecified)	-1.0	1	-5

Profiles, looked up by structure. Order of values: TcdB GH inh, PrPC surface inh, CCHFV vOTU inh
CCCC[C@@H]1CC2=C(C(=O)OC(C)(C)O2)[C@H](c2ccc(C(C)C)cc2)O1 as listed: 0.8, 0, 18
COc1ccc2nc(-c3ccc(CN4CCC(c5nc6ccccc6[nH]5)CC4)cc3)c(-c3ccccc3)nc2c1 as listed: -0.6, -19, -13
COc1ccc(C(c2nnnn2-c2ccc(OC)cc2)N2CCC3(CC2)C(=O)NCN3c2ccccc2)cc1 (stereo unspecified) as listed: -0.2, -4, 5
Cc1ccccc1Nc1nc(N)[nH]c(=O)c1N=O as listed: 0.9, -16, 17
COC(=O)[C@]12C[C@H](CC(=O)N3CCC(c4ccccc4)CC3)C(=O)N(Cc3ccccc3)C1=C[C@H](C(C)(C)C)O[C@@H]2C as listed: 1.8, 10, 25

(next part)
SMILES	TcdB GH inh	PrPC surface inh	CCHFV vOTU inh
C[C@H](CO)N1C[C@H](C)[C@@H](CN(C)C(=O)c2ccncc2)OCc2cn(nn2)CCCC1=O	-3.3&-1.8&0.2	5	-6
CCCCCCCCN1C(=O)[C@H](CC(=O)N2CCOCC2)C[C@@]2(C(=O)OCC)CCCC=C12	1.7	2	22
COc1cccc(C(=O)N[C@H](C(=O)N2CCC[C@H]2C(=O)NCc2ccccc2)c2ccccc2)c1	0.0	-5	-3
COC(=O)[C@@]1(Cc2ccc(F)cc2)[C@H]2c3cc(C(=O)N(C)C)n(Cc4ccc(Cl)c(C(F)(F)F)c4)c3C[C@H]2CN1C(=O)c1ccccc1	0.5	2	16
CC(C)C[C@H]1CNC(=O)C(=O)N1C[C@H]1CCCN1C[C@H](CC(C)C)N1C[C@H](Cc2ccccc2)N(CC2CCCCC2)C(=O)C1=O	0.5	8	13
C=CCCC(=O)N1C[C@H]2CON(C)[C@H]2C[C@H]1c1ccc(N2CCCCC2)cc1	-1.5	1	-1
O=S1(=O)N[C@H](Cc2ccccc2)COc2cc(F)ccc21	-1.4	7	6
COC(=O)C1=C(C)N(Cc2ccccc2)C(=S)NC1c1ccc(Br)cc1 (stereo unspecified)	0.5	16	13
CCCCNC(=O)C1(C)CCC(=O)N1CC(F)(F)F (stereo unspecified)	1.0	-3	-3
CCOC(=O)[C@]12Cc3c(cc(OC)c(OC)c3OC)[C@H]1N(C1CCCCC1)C(=O)c1ccccc12	1.6	32*	-2
CC(C)CCN1CCC(CN2C(=O)C(=O)NC[C@@H]2CC(C)C)CC1	1.0	-1	-7
Cc1ccc(S(=O)(=O)N2CCC(=O)N([C@H](COC(=O)Nc3ccccc3)Cc3ccccc3)CC2)cc1	-0.1	12	7

Some of the compounds tested, so the mix of outcomes need not match the whole.
